SENP1 inh: SENP1 (human) catalytic domain inhibition | recombinant SENP1 catalytic domain, CyPet-SUMO1-YPet FRET cleavage | inhibition, % at 10 µM | actives 0.21% (n = 360,000) | Q9P0U3;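 active means inhibition at least 30% at 10 µM, raw YFP signal under a set limit, fluorescence ratio 0.5 to 1.5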;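 further: 0% = enzyme with DMSO and 100% = no enzyme wells; some results filed as inactive read as strong as hits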
Target sequence (Q9P0U3 419-644 limits assumed): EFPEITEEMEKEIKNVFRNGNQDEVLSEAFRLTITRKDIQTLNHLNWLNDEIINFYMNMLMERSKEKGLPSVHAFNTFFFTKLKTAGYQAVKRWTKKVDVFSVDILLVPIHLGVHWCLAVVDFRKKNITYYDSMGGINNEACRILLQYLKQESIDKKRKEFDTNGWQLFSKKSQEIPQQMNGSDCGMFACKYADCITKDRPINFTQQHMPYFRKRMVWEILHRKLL
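Test system: human SENP1 catalytic domain; medium: Tris pH 8 buffer plus EDTA, NaCl, BME, BSA, NP40, catalase; incubation: 50 min reaction at room temperature; technique: FRET, CFP and YFP emission; controls: no-enzyme low control and enzyme-plus-DMSO high control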
mIAP inh: blocks mouse intestinal alkaline phosphatase | purified mouse IAP, CDP-Star luminescence, 30 min | inhibition, % at 10 µM | AID 2806 | actives 0.2% (n = 330,000);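 active means inhibition of at least 40% at 10 µM in the primary screen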;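 further: plate controls were DMSO with enzyme for no effect and no enzyme wells for full effect; values of inactives mirror those of a sister screen read the other way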
NLRP3 yeast inh: blocks the NALP3 inflammasome reconstituted in yeast. Yeast reconstituted NLRP3/ASC/caspase-1, beta-gal luminescence, 24 h. inhibition, % at 10 µM. actives 0.39% (n = 330,000);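 active means inhibition of 50% or more; inactive means inhibition below 50%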;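 further: plate controls were induced DMSO wells for no effect and uninduced yeast grown without galactose for full effect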
A3G deaminase: APOBEC3G (human) deaminase inhibition; AID 493012; inhibition, % at 20 µM; Q9HC16; actives 0.28% (n = 330,000); recombinant A3G, ssDNA deamination FAM/TAMRA fluorescence;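 active means inhibition of at least 40% at 20 µM, with no more than 30% in the related APOBEC3A deaminase screen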;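 further: plate controls were DMSO wells with A3G for no effect and wells lacking A3G enzyme for full effect; some compounds called inactive have numbers as strong as hits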
Target sequence (Q9HC16 whole entry, looked up): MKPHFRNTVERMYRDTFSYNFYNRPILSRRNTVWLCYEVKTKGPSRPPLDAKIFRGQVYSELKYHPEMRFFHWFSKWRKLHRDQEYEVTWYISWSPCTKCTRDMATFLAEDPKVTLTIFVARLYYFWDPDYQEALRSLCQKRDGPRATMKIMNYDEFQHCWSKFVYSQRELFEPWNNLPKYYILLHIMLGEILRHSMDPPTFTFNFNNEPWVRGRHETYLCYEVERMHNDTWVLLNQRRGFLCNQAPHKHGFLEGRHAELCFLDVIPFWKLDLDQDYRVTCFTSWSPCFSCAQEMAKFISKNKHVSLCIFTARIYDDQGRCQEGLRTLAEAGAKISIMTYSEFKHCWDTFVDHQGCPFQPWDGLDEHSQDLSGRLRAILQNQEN
hIAP block: human IAP inhibition; AID 2544; actives 0.12% (n = 330,000); purified IAP, CDP-Star luminescence, 30 min; inhibition, % at 10 µM; P09923;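 active means inhibition reaching a set limit with compound at 10 µM in the primary screen, cut at about 35% in these data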;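 further: plate controls were DMSO wells with enzyme for no effect and no-enzyme buffer wells for full effect; values of inactives mirror those of a sister screen read the other way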
hIAP act: increases human intestinal alkaline phosphatase activity; actives 0.16% (n = 330,000); P09923; activation factor at 10 µM; purified human IAP, CDP-Star luminescence, 30 min; active compounds read high; 1 = vehicle-only enzyme, 0 = enzyme-free background; AID 2524;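 active means activation factor of the enzyme at least 2-fold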; further: the source names both 10 and 20 µM as test concentration; values of inactives mirror those of a sister screen read the other way
mIAP activ: increases mouse intestinal alkaline phosphatase activity. muIAP, CDP-Star luminescence, 30 min; active compounds read high; 1 = vehicle-only enzyme signal, 0 = enzyme-free wells. activation factor at 10 µM. actives 0.24% (n = 330,000);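 active means activation factor of at least 2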; further: the source names both 10 and 20 µM as test concentration; values of inactives mirror those of a sister screen read the other way
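Assay system: mouse IAP enzyme; Reagent: CDP-Star chemiluminescent phosphatase substrate; Compound: DMSO-dissolved test compounds; Incubation: 30 min, room temperature; Technique: luminescence from enzymatic CDP-Star hydrolysis; Controls: DMSO-only wells and no-enzyme negative control.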
A3A deaminase: human APOBEC3A DNA deaminase inhibition. P31941. inhibition, % at 20 µM. actives 0.41% (n = 330,000). recombinant A3A, FAM/TAMRA ssDNA deamination fluorescence. AID 493011;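 active means at least 40% inhibition at 20 µM here, with at most 30% in a related deaminase screen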;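 further: plate controls were A3A with DMSO for no effect and wells lacking A3A enzyme for full effect; some results filed as inactive read as strong as hits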
Target sequence (P31941 whole entry, looked up): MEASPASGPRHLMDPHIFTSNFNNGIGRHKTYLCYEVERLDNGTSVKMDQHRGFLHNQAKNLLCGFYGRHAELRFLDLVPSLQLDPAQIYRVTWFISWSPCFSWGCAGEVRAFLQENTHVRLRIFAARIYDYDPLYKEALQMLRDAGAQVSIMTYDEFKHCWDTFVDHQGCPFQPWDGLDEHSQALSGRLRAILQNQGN
MIN6 prolif: inducers of beta-cell replication in MIN6 cells; AID 2380; MIN6 cells proliferation, ATPlite luminescence, 48 h; cells starved in 0.2% serum; 100% = growth in 10% serum; proliferation, % at 10 µM; actives 0.29% (n = 330,000);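 active means compounds whose signal lies at least 3.5 SD above the mean of all wells on their plate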;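 further: 0% = DMSO-treated cells in low-serum medium and 100% = 10% serum control; some compounds called inactive have numbers as strong as hits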
* hit, by the source's call.

Screening Cc1ccc2c(cnn2C(=O)CCC(=O)NCc2cccc(Cl)c2)c1 returned SENP1 inh 1, mIAP inh 1, NLRP3 yeast inh 37, A3G deaminase -3, hIAP block 3, hIAP act 0.97, mIAP activ 0.99, A3A deaminase 0 and MIN6 prolif -2.
For C=CCc1ccc(OCCCNC2CCCC2)c(OC)c1 the results were SENP1 inh 2, mIAP inh -1, NLRP3 yeast inh 5, A3G deaminase -7, hIAP block 12, hIAP act 0.88, mIAP activ 1, A3A deaminase 0 and MIN6 prolif -3.
Screening Cc1ccc(S(=O)(=O)NC(CC(C)C)C(=O)N2CCC(C)CC2)cc1 (stereo not given) returned SENP1 inh 1, mIAP inh 9, NLRP3 yeast inh -4, A3G deaminase -5, hIAP block -7, hIAP act 1.1, mIAP activ 0.91, A3A deaminase -3 and MIN6 prolif 2.
`CCOC(=O)N1CCN(C(=O)c2ccc(NS(=O)(=O)c3ccc(C)cc3)cc2)CC1` gave SENP1 inh 2, mIAP inh 6, NLRP3 yeast inh 18, A3G deaminase -6, hIAP block -36, hIAP act 1.4, mIAP activ 0.94, A3A deaminase 0 and MIN6 prolif -6.
Nc1cc(-c2ccc(Br)cc2)nn1S(=O)(=O)c1cccc2nsnc12 was read as SENP1 inh 2, mIAP inh 6, NLRP3 yeast inh 6, A3G deaminase -6, hIAP block 0, hIAP act 1, mIAP activ 0.94, A3A deaminase -2 and MIN6 prolif -5.
For COc1cccc(CNC23CC4CC(CC(C4)C2)C3)c1OCc1ccccc1 the results were SENP1 inh 1, mIAP inh 1, NLRP3 yeast inh 12, A3G deaminase -6, hIAP block 0, hIAP act 1, mIAP activ 0.99, A3A deaminase 0 and MIN6 prolif -6.
`Cc1ccccc1C(=O)NC(C)C(c1cccs1)N1CCOCC1` (stereo not given) gave SENP1 inh 0, mIAP inh -12, NLRP3 yeast inh -1, A3G deaminase -8, hIAP block -14, hIAP act 1.1, mIAP activ 1.1, A3A deaminase -2 and MIN6 prolif 0.
Screening Nc1ccn([C@@H]2CS[C@H](CO)O2)c(=O)n1 returned mIAP inh 15, NLRP3 yeast inh 15, A3G deaminase 0, hIAP block -8, hIAP act 1.1, mIAP activ 0.85, A3A deaminase 2 and MIN6 prolif -3.
`CC(=O)C1=C(O)C(=O)N(c2ccc(O)cc2)C1c1ccc(F)cc1` (stereo not given) gave SENP1 inh 2, mIAP inh 1, NLRP3 yeast inh 3, A3G deaminase 1, hIAP block -8, hIAP act 1.1, mIAP activ 0.99, A3A deaminase -4 and MIN6 prolif -3.
CC(=O)N1c2ccc(S(=O)(=O)N3CCC(C(=O)Nc4cccc(C(F)(F)F)c4)CC3)cc2CC1C (stereo not given) was read as SENP1 inh 0, mIAP inh -137, NLRP3 yeast inh 28, A3G deaminase 1, hIAP block 22, hIAP act 0.78, mIAP activ 2.4*, A3A deaminase -1 and MIN6 prolif -8.
CCCOc1ccc(CN(CCO)CCO)cc1[N+](=O)[O-] was read as SENP1 inh 0, mIAP inh -9, NLRP3 yeast inh 18, A3G deaminase -6, hIAP block -12, hIAP act 1.1, mIAP activ 1.1, A3A deaminase 3 and MIN6 prolif 1.
For CCOC(=O)c1ccc(NC(=O)CSc2nnc(Cc3cccs3)n2C)cc1 the results were SENP1 inh 3, mIAP inh 2, NLRP3 yeast inh 9, A3G deaminase -7, hIAP block -4, hIAP act 1, mIAP activ 0.98, A3A deaminase -5 and MIN6 prolif -3.
Cc1ccc(Cn2c(=O)cc(C(=O)O)c3ccccc32)cc1 was read as SENP1 inh 1, mIAP inh 8, NLRP3 yeast inh 13, A3G deaminase -4, hIAP block 11, hIAP act 0.89, mIAP activ 0.92, A3A deaminase 1 and MIN6 prolif 4.
Screening COCC(=O)N(CCc1ccc(OC)c(OC)c1)Cc1nc2ccccc2c(=O)[nH]1 returned SENP1 inh -1, mIAP inh 1, NLRP3 yeast inh 4, A3G deaminase 0, hIAP block -14, hIAP act 1.1, mIAP activ 0.99, A3A deaminase -1 and MIN6 prolif 3.
Screening Cc1ccccc1-n1nnnc1SCCCC(=O)c1ccc(F)cc1 returned SENP1 inh 4, mIAP inh 2, NLRP3 yeast inh -15, A3G deaminase -2, hIAP block 28, hIAP act 0.72, mIAP activ 0.98, A3A deaminase -2 and MIN6 prolif 0.
Screening CCOC(=O)c1sc(-c2cccc([N+](=O)[O-])c2)cc1N returned SENP1 inh 3, mIAP inh 1, NLRP3 yeast inh 7, A3G deaminase 2, hIAP block 2, hIAP act 0.98, mIAP activ 0.99, A3A deaminase 8 and MIN6 prolif -4.
Cc1cccc(-n2c(=O)c3c4c(sc3n3c(=S)[nH]nc23)CCC4)c1 was read as SENP1 inh 7, mIAP inh -1, NLRP3 yeast inh 28, A3G deaminase 14, hIAP block 6, hIAP act 0.94, mIAP activ 1, A3A deaminase -2 and MIN6 prolif -2.
Screening CCOc1ccc(N(CC(=O)NC2CCCCC2)C(=O)CCC(=O)Nc2nc(C)cs2)cc1 returned SENP1 inh 2, mIAP inh 8, NLRP3 yeast inh -4, A3G deaminase -10, hIAP block 13, hIAP act 0.87, mIAP activ 0.92, A3A deaminase -5 and MIN6 prolif 0.
`CC(C)c1ccc(NC(=O)C(c2ccc3c(c2)OCO3)N2CCC3(CC2)OCCO3)cc1` (stereo not given) gave SENP1 inh -2, mIAP inh -26, NLRP3 yeast inh -4, A3G deaminase 2, hIAP block -1, hIAP act 1, mIAP activ 1.3, A3A deaminase -1 and MIN6 prolif -1.
Screening COc1ccc(OC)c(CCNC(=O)CCCC(=O)n2ncc3cc(C)ccc32)c1 returned SENP1 inh 1, mIAP inh -2, NLRP3 yeast inh 13, A3G deaminase -6, hIAP block -6, hIAP act 1.1, mIAP activ 1, A3A deaminase -3 and MIN6 prolif 4.

Three structures from above, arranged by formula weight, high to low:
Screening COc1ccc(OC)c(CCNC(=O)CCCC(=O)n2ncc3cc(C)ccc32)c1 returned SENP1 inh 1, mIAP inh -2, NLRP3 yeast inh 13, A3G deaminase -6, hIAP block -6, hIAP act 1.1, mIAP activ 1, A3A deaminase -3 and MIN6 prolif 4.
`Cc1ccccc1C(=O)NC(C)C(c1cccs1)N1CCOCC1` (stereo not given) gave SENP1 inh 0, mIAP inh -12, NLRP3 yeast inh -1, A3G deaminase -8, hIAP block -14, hIAP act 1.1, mIAP activ 1.1, A3A deaminase -2 and MIN6 prolif 0.
CCCOc1ccc(CN(CCO)CCO)cc1[N+](=O)[O-] was read as SENP1 inh 0, mIAP inh -9, NLRP3 yeast inh 18, A3G deaminase -6, hIAP block -12, hIAP act 1.1, mIAP activ 1.1, A3A deaminase 3 and MIN6 prolif 1.

Further records:
For Nc1nnc2c(n1)CCCC2 the results were SENP1 inh -1, mIAP inh 8, NLRP3 yeast inh 11, A3G deaminase -7, hIAP block 8, hIAP act 0.92, mIAP activ 0.92, A3A deaminase 0 and MIN6 prolif 0.
Screening Cc1cccc(/C=C2\Sc3ccc(C(=O)N4CCC(C(N)=O)CC4)cc3N(C)C2=O)c1 returned SENP1 inh 1, mIAP inh 0, NLRP3 yeast inh 5, A3G deaminase -6, hIAP block -23, hIAP act 1.2, mIAP activ 1, A3A deaminase -5 and MIN6 prolif 2.
Screening CC(C)C(NC(=O)CCNC(=O)c1ccccc1Cl)c1nc2ccccc2[nH]1 (stereo not given) returned SENP1 inh -9, mIAP inh -7, NLRP3 yeast inh 11, A3G deaminase -2, hIAP block -8, hIAP act 1.1, mIAP activ 1.1, A3A deaminase -4 and MIN6 prolif -1.
`CCc1ccc(OCC(=O)NC(=S)Nc2cccc(CO)c2)c(Br)c1` gave SENP1 inh 2, mIAP inh 13, NLRP3 yeast inh 21, A3G deaminase -2, hIAP block 7, hIAP act 0.93, mIAP activ 0.87, A3A deaminase -5 and MIN6 prolif -3.
For O=C(Nc1cccc(S(=O)(=O)NC2=NCCC2)c1)c1ccccc1OC(F)F the results were SENP1 inh 0, mIAP inh 11, NLRP3 yeast inh 9, A3G deaminase 11, hIAP block 17, hIAP act 0.83, mIAP activ 0.89, A3A deaminase -3 and MIN6 prolif -2.
Screening CCN(CC)C(C(=O)Nc1ccc(C(C)C)cc1)c1ccc2c(c1)OCO2 (stereo not given) returned SENP1 inh 0, mIAP inh -60, NLRP3 yeast inh 24, A3G deaminase 16, hIAP block 13, hIAP act 0.87, mIAP activ 1.6, A3A deaminase 0 and MIN6 prolif -5.
For COCCN1Cc2cccc(C(=O)Nc3ccc4c(c3)OCCO4)c2C1=O the results were SENP1 inh 0, mIAP inh -15, NLRP3 yeast inh 7, A3G deaminase -12, hIAP block -3, hIAP act 1, mIAP activ 1.1, A3A deaminase -5 and MIN6 prolif 0.
C=CCn1c(SCC(=O)NC2CCCC2)nnc1-c1cccnc1 was read as SENP1 inh -1, mIAP inh -3, NLRP3 yeast inh 21, A3G deaminase -8, hIAP block -6, hIAP act 1.1, mIAP activ 1, A3A deaminase 0 and MIN6 prolif -4.
Screening Cc1cccc(NC(=O)CSc2nc3ccc(N4C(=O)c5ccccc5C4=O)cc3s2)c1C returned SENP1 inh -1, mIAP inh 6, NLRP3 yeast inh -4, A3G deaminase -6, hIAP block 17, hIAP act 0.83, mIAP activ 0.94, A3A deaminase 5 and MIN6 prolif -5.
O=C(NS(=O)(=O)N1CCOCC1)C1=C(N2CCCC2)COC1=O was read as SENP1 inh 4, mIAP inh 7, NLRP3 yeast inh 6, A3G deaminase 0, hIAP block -12, hIAP act 1.1, mIAP activ 0.93, A3A deaminase 2 and MIN6 prolif -6.
Screening Cc1ccc2c(C)c(C(=O)N(Cc3ccc(F)cc3)C3CCS(=O)(=O)C3)oc2c1 (stereo not given) returned SENP1 inh 3, mIAP inh 3, NLRP3 yeast inh -9, A3G deaminase -7, hIAP block 8, hIAP act 0.92, mIAP activ 0.97, A3A deaminase -2 and MIN6 prolif -2.
Screening COc1ccc(F)cc1C(=O)C1CCCN(C(=O)c2cccc(N(C)C)c2)C1 (stereo not given) returned SENP1 inh 0, mIAP inh 0, NLRP3 yeast inh 24, A3G deaminase -5, hIAP block 10, hIAP act 0.9, mIAP activ 1, A3A deaminase 0 and MIN6 prolif -1.
Screening CC(C)(C)OC(=O)N1Cc2ccccc2C[C@H]1C(=O)NCC(=O)NC1CCCCC1 returned SENP1 inh 0, mIAP inh -4, NLRP3 yeast inh 5, A3G deaminase -4, hIAP block -5, hIAP act 1, mIAP activ 1, A3A deaminase -5 and MIN6 prolif -3.
For COc1ccc(Cl)cc1NC(=O)CN(C)C(=O)c1ccc(OCc2ccccc2)c(OC)c1 the results were SENP1 inh 1, mIAP inh -13, NLRP3 yeast inh 1, A3G deaminase 4, hIAP block -10, hIAP act 1.1, mIAP activ 1.1, A3A deaminase 2 and MIN6 prolif -3.
For COc1ccccc1N(CC(=O)N/N=C/c1ccc(OCC(=O)NCc2ccco2)cc1)S(=O)(=O)c1ccc(C)cc1 the results were SENP1 inh 0, mIAP inh -40, NLRP3 yeast inh 11, A3G deaminase 2, hIAP block 5, hIAP act 0.95, mIAP activ 1.4, A3A deaminase 1 and MIN6 prolif -4.
Screening CC(C)c1nc2cc(C(=O)N3CCN(c4cnccn4)CC3)ccc2o1 returned SENP1 inh 3, mIAP inh 2, NLRP3 yeast inh 0, A3G deaminase 3, hIAP block 12, hIAP act 0.88, mIAP activ 0.98, A3A deaminase -2 and MIN6 prolif -2.

Assay outcomes (PubChem BioAssay)

This is a subset; the hit share may differ from the screen's.
